# Compound activity: PubChem BioAssay, several laboratories
# TRAIL sens C8: viability loss with TRAIL in NB7+C8 cells, primary screen, TRAIL sensitizer project, cell-based, ATPlite luminescence | hit rate 1% among 360,000 | inhibition (viability loss, TRAIL sensitization), % at 10 µM;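 active = compounds causing at least 50% loss of cell viability in the single-dose screen, relative to plate controls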
# KKLEB tox: cytotoxicity in KKLEB CF airway cells, primary screen, cytotoxicity control for CF NF-kB inhibitor project, cell-based, uHTS, fluorescence assay plates | hit rate 0.36% among 360,000 | AID 602141, 2011 | KKLEB CF airway cells viability, ATPlite luminescence, overnight; hits give low values; cells stimulated with P. aeruginosa culture filtrate | activity change (cytotoxicity), % at 5 µM;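 active = corrected activity change at or below -50% at 5 µM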
# HIF-2a inh: HIF-2a reporter inhibitors, primary screen, luminescence, 786-0 RCC cells; 786-0 RCC cells HIF-2a reporter, luciferase luminescence, overnight; inhibition, % at 18.8 µM; hit rate 0.72% among 360,000; AID 624352, 2012;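 active = inhibition of the luminescence signal of 40% or more relative to plate controls, in a single-dose primary screen at 18.75 µM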
# Shn3 3UTR inh: reduction of Shn3 3'UTR firefly luciferase signal, primary screen, Schnurri-3 inhibitor project, cell-based, Clone20 osteoblasts, set 2; Clone20 osteoblast Shn3 3'UTR firefly luciferase, 24 h; hit rate 0.52% among 360,000; inhibition, % at 12.5 µM; AID 588674, 2011;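 active = mean inhibition of at least 75% with every replicate also reaching 75%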;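 also: 0% = median of neutral control wells and 100% = pilot-screen positive control compound; some compounds past the cut are filed as inactive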
# TROY NFkB inh: inhibitors of TROY-driven NF-kB signaling, primary screen, Q293 LMP1-TROYcd cells, NF-kB luciferase, uHTS. Q293 LMP1-TROYcd NF-kB luciferase reporter, 4 h. inhibition, % at 10 µM. hit rate 0.98% among 360,000;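 active = compounds whose plate-normalised and pattern-corrected inhibition of the luciferase reporter signal at the single screening dose is 50% or more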
# TWEAK-Fn14 inh: inhibitors of TWEAK-Fn14 signaling, primary screen, luciferase reporter cells, uHTS; TWEAK-stimulated Fn14 reporter cells, luciferase luminescence, 8 h; inhibition, % at 10 µM; hit rate 2% among 360,000; AID 1159606, 2016; in the data active = inhibition above about 50%
# CF NFkB inh: inhibitors of PAF-induced NF-kB signaling, primary screen, cell-based, GFP fluorescence, uHTS; hit rate 0.86% among 360,000; KKLEB NF-kB-GFP reporter, GFP fluorescence overnight; inhibition, % at 5 µM; AID 588850, 2011;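 active = at least 50% inhibition at 5 µM, scaled per plate between neutral and stimulator controls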;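 also: PAF is a Pseudomonas aeruginosa culture filtrate used as stimulus; plate controls were PAF-stimulated DMSO wells for no effect and unstimulated DMSO wells for full effect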
# MITF TRPM1 inh: inhibitors of MITF-dependent TRPM1 promoter reporter, primary screen, cell-based, SK-MEL-5, single point, luciferase. SK-MEL-5 TRPM1 promoter luciferase, 24 h. inhibition, % at 12.5 µM. hit rate 0.83% among 330,000. AID 488899, 2010;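 active = mean inhibition across replicates of 60% or more, whatever share of single replicates reaches that level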; also: values of inactives mirror those of a sister screen read the other way
# NR2E3 ag-1: NR2E3 agonists in two-hybrid cells, primary screen, cell-based, luminescence, CHO-S, Gal4-NCOR/VP16-NR2E3 | inhibition of corepressor binding, % at 3.98 µM | hit rate 0.35% among 360,000 | Photoreceptor-specific nuclear receptor (Homo sapiens), Q9Y5X4 | luciferase | AID 602229, 2012;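 active = inhibition above the mean of all tested compounds plus 3 SD, cut at about 70% in these data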;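 also: 0% = DMSO with NR2E3 transfected cells and 100% = cells lacking NR2E3 construct; higher means lower luciferase signal from less NR2E3 corepressor binding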
# Target sequence (Q9Y5X4 whole entry, looked up, the tested form may be a part): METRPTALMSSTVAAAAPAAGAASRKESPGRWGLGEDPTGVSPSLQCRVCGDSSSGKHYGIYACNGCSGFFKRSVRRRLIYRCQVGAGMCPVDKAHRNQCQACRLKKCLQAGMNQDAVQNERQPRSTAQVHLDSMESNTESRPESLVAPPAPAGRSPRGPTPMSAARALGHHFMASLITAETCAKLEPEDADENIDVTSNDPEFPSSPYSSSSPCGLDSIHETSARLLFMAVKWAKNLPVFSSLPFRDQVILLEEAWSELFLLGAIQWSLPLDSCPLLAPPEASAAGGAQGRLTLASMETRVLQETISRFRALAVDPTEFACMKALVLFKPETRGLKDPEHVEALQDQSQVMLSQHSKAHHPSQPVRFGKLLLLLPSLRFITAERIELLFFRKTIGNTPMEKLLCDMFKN
# NR2E3 ag-2: inhibitors of NR2E3-RetCOR corepressor binding, primary screen, NR2E3 agonist project, biochemical, TR-FRET, GST-NR2E3, biotin-RetCOR | Photoreceptor-specific nuclear receptor (Homo sapiens), Q9Y5X4 | 1536-well | inhibition of corepressor binding, % at 4.78 µM | hit rate 0.12% among 320,000 | AID 2300, 2010;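 active = percent inhibition above the cutoff of mean plus 3 SD of all tested compounds, set per screening campaign, cut at about 20% in these data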;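 also: 0% = DMSO wells and 100% = biotin wells as full block of FRET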
#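 Test system: GST-NR2E3 and biotin-RetCOR proteins | Quantity: 1.35 nM GST-tagged NR2E3 final | Medium: Tris pH 7.5 | Also added: 7 nM biotin-RetCOR | Dosing: Compound at 4.8 µM, single dose | Timing: 5 h at 4 °C | Detection: Time-resolved FRET | Read-out basis: Percent inhibition | Benchmarks: Biotin wells as high control, 0.6% DMSO wells as low control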
# Peg3 prom inh: Peg3 promoter-driven luciferase inhibitors, primary screen, cell-based, HeLa, luciferase luminescence. inhibition, % at 20 µM. hit rate 1.7% among 360,000. HeLa PEG-Prom luciferase reporter, overnight. AID 588405, 2011;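 active = inhibition of at least 50% at 20 µM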
# * marks the source's active call; other numbers are inactive results; . = no result given. These rows are one share of the data; count on the stated rates, not on these rows.
SMILES,TRAIL sens C8,KKLEB tox,HIF-2a inh,Shn3 3UTR inh,TROY NFkB inh,TWEAK-Fn14 inh,CF NFkB inh,MITF TRPM1 inh,NR2E3 ag-1,NR2E3 ag-2,Peg3 prom inh
C=CCSc1nc(N2CCOCC2)c2c(c1C#N)CC(C)(C)N(C)C2,-6,-2,14,10,-5,-19,4,2,-1,1,8
COc1cccc(C2C(C(=O)NCc3ccccc3)=C(C)Nc3ncnn32)c1 (stereo not drawn),-15,-4,10,17,12,16,-1,7,0,3,17
Cc1c(C(=O)NCc2cccc([N+](=O)[O-])c2)sc(=O)n1Cc1ccccc1F,-6,-8,-52,13,10,-22,8,.,19,.,16
Cc1oc(-c2ccccc2F)nc1CS(=O)(=O)CC(=O)NCCCc1ccccc1,6,7,10,-24,-2,-5,11,.,9,3,-2
COc1ccccc1N1CCN(CC(O)COc2ccc(S(=O)(=O)N3CCOCC3)cc2)CC1 (stereo not drawn),-14,4,6,33,14,0,-17,10,8,4,5
CCc1nc2ccc(C(=O)Nc3ccc(NC(C)=O)cc3)cn2c1N(C)CCC(C)C,-7,0,-1,13,5,2,-2,.,-18,.,13
COC(=O)c1cc2n(n1)CCN(Cc1cccc(OC)c1)C2=O,0,-4,16,5,-3,1,-6,14,-16,4,1
Cc1ccc(C(=O)NN=Cc2ccc3c(c2)OCO3)cc1,33,-5,-201,-29,-62,-20,11,-38,-68,.,-287
COc1ccc(-c2nc3c(C)cc(Br)cn3c2Cc2ccsc2)cc1OC,-16,-8,-1,4,13,-4,-7,.,-24,.,-6
Cc1cc(C)c(C(=O)CN2C(=O)NC3(CCCCC3)C2=O)cc1C,1,2,-142,6,-43,-13,17,-33,-14,0,-140
CC(C)c1ccc(/C=C/C(=O)NC(=S)Nc2ccc(CN3CCOCC3)cc2)cc1,25,-15,-38,45,71*,100*,12,9,-47,6,-45
Cc1cc(C)c(NC(=O)C2CCCO2)c(C)c1NC(=O)C1CCCO1 (stereo not drawn),-13,9,2,-7,9,6,-17,-9,26,-5,3
COc1cc(NS(=O)(=O)c2c(C)[nH]c(C)c2C(=O)N2CCCC2)cc(OC)c1OC,-9,4,11,-10,-20,-4,-4,1,14,2,-2
COc1ccccc1-n1c(SCC(=O)O)nc2sc3c(c2c1=O)CCC3,-1,0,3,16,-5,6,-1,1,-1,-1,11
CCCc1nc(NCCCOCC)c2nnn(Cc3ccccc3)c2n1,0,5,9,11,-2,-6,-1,3,.,0,2
CC(C(=O)N1CCCCC1)N(C)CC(=O)Nc1ccc(Cl)cc1 (stereo not drawn),3,1,0,6,3,1,8,8,-12,1,12
CCCC(C)NC(=O)c1ccc(C2SCC(=O)N2Cc2ccco2)cc1 (stereo not drawn),9,-9,3,17,18,-5,4,2,-12,0,-2
CC1CCN(C(=O)/C(=C\c2cccs2)NC(=O)c2ccccc2)CC1,0,4,18,63,-28,-5,6,-4,-7,0,14
COc1ccc(CCN2C(=O)c3cccc4c(C(=O)N5CCCCC5)ccc(c34)C2=O)cc1OC,41,2,10,48,57*,78*,-12,49,1,4,89*
COc1ccc(NC(=O)c2cc(C3CCCCN3C(=O)c3ccc(NC(C)=O)cc3)on2)c(C)c1 (stereo not drawn),-6,10,6,-24,-8,-7,-25,.,-46,.,8
N=C1/C(=C/c2cccn2CCOc2ccccc2)C(=O)N=C2SC=C(c3ccccc3)N12,19,-20,-2,21,3,42,28,11,-42,4,-4
Cc1cc(Cl)ccc1OCC(=O)OCC(=O)N1CCC(C(N)=O)CC1,-8,4,-2,-3,3,0,-8,0,-6,8,11
Cc1cc(S(=O)(=O)Nc2cccnc2)c(C)s1,16,0,5,11,2,2,12,8,-4,-1,14
COC(=O)N/N=C(\C)c1ccc(OC(F)F)cc1,4,-1,-82,-36,-31,-6,-6,-24,-14,1,-83
CCCNC(=S)N1CCCC(c2nc3ccccc3[nH]2)C1 (stereo not drawn),-1,-10,11,-7,10,-7,10,2,4,1,18
CCSc1nnc(NC(=O)c2cccc(OCc3c(C)noc3C)c2)s1,0,-6,-48,3,-3,8,-10,-8,-10,3,3
CCCCNC(=O)CCCN1C(=O)c2cccnc2Sc2ccccc21,4,2,10,5,2,10,-1,0,7,-2,-2
COc1cc(/C=N/NC(=O)c2ccc(C)nc2)cc([N+](=O)[O-])c1O,-3,5,10,-1,-5,-4,-13,-5,-9,-9,-2
Cc1nn(C)c(C)c1S(=O)(=O)N1CCCC(C(=O)NC2CCCCCC2)C1 (stereo not drawn),7,9,8,2,-7,12,-4,8,5,3,1
CC(C)(C)c1[nH]nc2c1C(c1ccccc1OC(=O)N1CCOCC1)C(C#N)=C(N)O2 (stereo not drawn),-4,-1,3,0,-14,-11,-29,16,-1,4,11
Cc1c(NC(=S)NC(=O)c2ccco2)cccc1-c1nc2ncccc2o1,7,3,-14,-4,-13,-11,8,9,-34,-8,-12
Cc1ccc(C)c(C(=O)CN2C(=O)NC3(CCC(C)CC3)C2=O)c1 (stereo not drawn),4,4,12,15,8,-11,-1,1,-10,0,19
Cc1ccc(C(=O)NNC(=O)CCn2nnc3ccccc32)cc1,0,1,7,10,6,-17,-10,6,10,1,11
COC(=O)C1=CN(C)C=C(C(=O)OC)C1c1ccccc1Cl,-12,0,11,6,19,-1,-2,1,-15,2,-7
C[C@@H]1CN([C@H](C)CO)C(=O)c2cc(-c3ccc(C#N)cc3)cnc2O[C@H]1CN(C)C(=O)c1ccccc1,8,-12,6,11,-7,-5,4,.,3,.,-5
CCN(CC)CCCNC(=S)N1CCN(c2nc(-c3ccccc3)cs2)CC1,33,4,-16,16,-18,3,3,-24,11,3,49
Cc1ccc(S(=O)(=O)N(C)c2ccc(OCC(=O)OCC(=O)N(CC#N)c3ccccc3)cc2)cc1,4,2,19,-11,-1,-12,1,3,24,0,9
CC1(C)CC(=O)C(C=Nc2cccnc2/N=C/C2=C(O)CC(C)(C)CC2=O)=C(O)C1,-5,-33,15,15,4,9,27,0,0,1,12
Cc1ccsc1C(=O)NNC(=O)Nc1ccc(Cl)c(Cl)c1,10,-3,-59,-21,-2,-10,16,-20,-2,-1,-82
CC(C)(C)NC(=O)Cn1c(=O)c(=O)n(Cc2ccccc2)c2ccc(Cl)cc21,-21,5,17,4,11,18,7,-4,-8,-5,12
CCOC(=O)c1cc(C)nn1-c1nc(Cl)cc(OC)n1,3,3,11,4,-1,-7,-24,0,-11,-1,-5
CCN(Cc1ccccc1)C(=O)Cn1c(=O)n(-c2ccc(OC)cc2OC)c(=O)c2c(C)c(C)sc21,-6,3,16,.,12,6,-21,-6,-47,-1,20
CC1CN(C(=O)CCC(=O)NCc2ccccc2)c2cc(Cl)ccc2O1 (stereo not drawn),-3,-7,-6,-1,-3,20,10,.,-15,3,6
O=C(COc1ccc(S(=O)(=O)N2CCCCC2)cc1)NCc1ccccn1,-6,-23,11,10,-9,6,18,-5,-7,3,13
COc1ccc(OC)c(C2=Nn3c(nnc3-c3cc(C)[nH]n3)SC2)c1,-4,-25,22,30,4,-1,13,12,-18,2,15
CC1(c2ccc(Cl)cc2)NC(=O)N(CC(=O)Nc2ccc3c(c2)OCO3)C1=O (stereo not drawn),-13,-4,3,-6,2,-2,-20,.,17,.,4
Cc1cc(NC(=O)Cn2cc(C(F)(F)F)cc(Cl)c2=O)no1,8,14,16,-8,5,-2,-4,-1,15,0,-7
CN(C)CCOC(=O)NC12CC3CC(CC(C3)C1)C2,21,-2,8,-2,-3,0,2,-4,3,-3,4
Cc1ccc(S(=O)(=O)N2C[C@@H]3CCCC[C@@H]3[C@@H](C)[C@H]2c2cn(Cc3ccccc3)c3ccc(F)cc23)cc1,-5,-8,-6,76,28,48,9,31,-23,.,16
COC(CN(C)C(=O)c1ccc(CS(=O)(=O)c2ccccc2C)o1)OC,6,4,7,-11,3,7,-1,0,7,0,2
COc1ccc(Cl)cc1NC(=S)Nc1ccccc1C,-14,-1,2,-32,-4,4,10,-4,-20,4,1
CCOc1ccc(N(CC(=O)NCc2ccccc2Cl)S(=O)(=O)c2c(C)[nH]c(=O)[nH]c2=O)cc1,8,2,18,-9,-7,2,5,-2,13,0,9
CN1CCN(S(=O)(=O)c2ccc(NC(=O)COc3ccccc3Cl)cc2)CC1,9,-6,-3,47,1,8,11,3,8,-4,18
COc1ccc(OC(C)C(=O)N2CCc3ccccc3C2)cc1 (stereo not drawn),0,-13,-3,2,12,24,7,-1,-3,2,2
CCOC(=O)c1c(C)noc1-c1ccc(Br)o1,-6,-2,-34,4,-19,4,9,4,-7,3,-23
COc1ccc(-c2nc(-c3ccc(O)cc3O)cs2)cc1OC,-2,-13,-389,-21,-26,-6,-13,-53,-43,.,-121
O=C(NCC1CCCO1)c1cccc(NS(=O)(=O)c2ccc(Br)cc2)c1 (stereo not drawn),-5,4,15,24,2,15,-9,3,17,1,12
COc1ccc(NC(=O)Nc2cccc3c2O[C@H](CN(C)C(=O)Nc2c(C)noc2C)[C@@H](C)CN([C@H](C)CO)C3=O)cc1,-8,4,-18,-4,47,8,3,-4,-6,.,-5
CCC(Oc1ccccc1)C(=O)Nc1nc2c(s1)C(=O)CC(C)(C)C2 (stereo not drawn),23,0,7,-21,-6,-2,6,14,-15,1,3
CC(=O)N1CCN(c2cccc(C)c2C)CC1,-3,-5,2,2,8,-45,4,6,-11,-3,7
CC(=O)c1ccc(NC(=O)c2ccc(NC(=O)c3ccco3)cc2)cc1,6,-2,1,-1,-16,-20,5,-1,10,-4,7
CC(=O)c1cccc(NC(=O)Nc2cccs2)c1,5,6,-68,-2,-18,6,15,-37,-13,0,-82
Oc1ccc(-c2cccc(-c3ccc(O)cc3)c2)cc1,5,2,-267,-40,-28,6,-14,-58,-112,0,-280

# Two records picked at random from the list so far, as already listed:
SMILES,TRAIL sens C8,KKLEB tox,HIF-2a inh,Shn3 3UTR inh,TROY NFkB inh,TWEAK-Fn14 inh,CF NFkB inh,MITF TRPM1 inh,NR2E3 ag-1,NR2E3 ag-2,Peg3 prom inh
Cc1ccsc1C(=O)NNC(=O)Nc1ccc(Cl)c(Cl)c1,10,-3,-59,-21,-2,-10,16,-20,-2,-1,-82
CCCCNC(=O)CCCN1C(=O)c2cccnc2Sc2ccccc21,4,2,10,5,2,10,-1,0,7,-2,-2
